Source: PubChem (National Center for Advancing Translational Sciences (NCATS))
RGS4 inh: blocks human RGS4-accelerated GTP hydrolysis; P49798; Transcreener GDP fluorescence polarization, RGS4-accelerated GTP hydrolysis; Potency, µM (doses to about 114 µM), without a hit: at the top dose activity change, negative = inhibition, usual class: inhibitors; actives 0.039% (n = 390,000); AID 504845; also: potency is read from the fitted curve at half-maximal effect; % is scaled to controls: 0 for no effect and ±100 for the full control effect; nearly all actives have a fitted effect of over 75% in size; some results filed as inactive show a strong effect at the top dose
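MLSMR compounds (23 nl, pin-transferred) preincubated 10 min at room temperature with a 500nM (2x) first reagent, then RGS4 at 900nM (2x) plus Transcreener GDP mix added; fluorescence polarization (620/688 nm) read before and after 90 min at 30 °C.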
JMJD2A Tudor: blocks the human JMJD2A Tudor domain; AlphaScreen JMJD2A-Tudor / H3K4me3 peptide binding; Potency, µM (doses to about 114 µM), without a hit: at the top dose activity change, negative = inhibition, actives largely listed as inhibitors; actives 4.4% (n = 390,000); also: potency is read from the fitted curve at half-maximal effect; % is scaled to controls: 0 for no effect and ±100 for the full control effect; nearly all actives have a fitted effect of over 50% in size
ALOX12 inh: inhibitors of human 12S-lipoxygenase ALOX12 | AID 1671190 | purified 12hLO, xylenol orange hydroperoxide absorbance | P18054 | Potency, µM (series often up to 108 µM), for inactives: at the highest dose activity change, negative = inhibition, hits mostly inhibitors | actives 1.1% (n = 580,000); also: potency is read from the fitted curve at half-maximal effect; % is scaled to controls: 0 for no effect and ±100 for the full control effect
Target sequence (P18054 whole entry, looked up): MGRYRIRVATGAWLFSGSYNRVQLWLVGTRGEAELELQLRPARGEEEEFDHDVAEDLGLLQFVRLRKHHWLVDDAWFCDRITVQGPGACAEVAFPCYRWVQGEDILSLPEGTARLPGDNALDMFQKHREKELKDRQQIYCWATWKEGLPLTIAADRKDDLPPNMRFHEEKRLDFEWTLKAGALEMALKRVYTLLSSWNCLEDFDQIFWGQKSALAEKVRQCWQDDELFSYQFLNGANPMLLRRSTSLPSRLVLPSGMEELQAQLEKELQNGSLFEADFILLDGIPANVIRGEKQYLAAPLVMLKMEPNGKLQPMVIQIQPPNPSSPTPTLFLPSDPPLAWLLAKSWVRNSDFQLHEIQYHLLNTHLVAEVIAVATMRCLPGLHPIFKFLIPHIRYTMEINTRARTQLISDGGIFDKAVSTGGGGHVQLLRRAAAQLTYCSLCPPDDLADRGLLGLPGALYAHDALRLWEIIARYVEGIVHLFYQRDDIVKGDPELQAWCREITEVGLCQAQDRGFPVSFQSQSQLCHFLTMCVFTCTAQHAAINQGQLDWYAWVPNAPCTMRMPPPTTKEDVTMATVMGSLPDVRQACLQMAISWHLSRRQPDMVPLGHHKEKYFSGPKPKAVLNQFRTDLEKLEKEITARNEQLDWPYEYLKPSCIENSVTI
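Hydroperoxide product was detected by ferrous iron/xylenol orange as the 573 to 405 nm absorbance ratio. Arachidonic acid at 40 uM (final) was turned over for 30 min at room temperature by 150 nM human 12hLO, pH 7.0 Hepes buffer, after 15 min compound preincubation.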
ERG Ets-DNA blk: inhibitors of human ERG Ets domain-DNA interaction; fluorescence polarization, His-ERG Ets domain / labelled DNA; AID 624246; Potency, µM (series often up to 76.9 µM), inactives show at the highest dose FP activity, negative = inhibition, most hits filed as inhibitors; actives 0.028% (n = 370,000); active = well fitted inhibition curve with a large enough effect in the polarisation, with a control signal flat; inconclusive = small, poorly fitted or top-dose-only effect, or effect the other way, or a change in a side signal; inactive = no such curve, though single readings can be large or run the other way; the % refers to the polarisation;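 also: polarization taken with two DNA probes labelled with fluorescein and Texas red; potency is read from the fitted curve at half-maximal effect; % of control where 0% means no effect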
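His-tagged ERG Ets domain (1 uM in the protein solution; 300mM KCl, 50mM Tris-HCl, 1mM EDTA, 1mM DTT, pH 7.5) received compound, then a probe mix of 5 nM fluorescein-DNA and 100nM Texas-615-DNA. Fluorescence polarization was read for both dyes.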
HP1b chromo inh: blocks HP1-beta chromodomain binding to methylated histone tails | AlphaScreen HP1-beta / biotin-H3K9me3 peptide binding | Potency, µM (series often up to 114 µM), without a hit: at the highest dose activity change, negative = inhibition, usual class: inhibitors | actives 0.56% (n = 390,000) | AID 540317; also: potency is read from the fitted curve at half-maximal effect; nearly all actives have a fitted effect of over 70% in size; inactives centre near 23
Target sequence (P83916 whole entry, looked up): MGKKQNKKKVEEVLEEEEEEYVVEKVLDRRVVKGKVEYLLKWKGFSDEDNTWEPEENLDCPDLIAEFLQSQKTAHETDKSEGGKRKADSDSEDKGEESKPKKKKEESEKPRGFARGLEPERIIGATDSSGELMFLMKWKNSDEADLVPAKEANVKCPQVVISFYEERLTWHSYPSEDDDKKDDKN
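HP1-beta protein (50 nM final) preincubated 30 min at room temperature with biotinylated H3(1-18)K9me3 peptide (50 nM) in PBS pH 7.4, 0.01% Tween-20, then compound added for 30 min. AlphaScreen streptavidin donor/nickel chelate acceptor beads (10 ug/mL final), 30 min dark, luminescence read.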
PI4K2A inh: inhibitors of human PI4K2A | activity change, negative = inhibition, % at 76.9 µM | actives 0.13% (n = 420,000) | AID 1346378 | Q9BTU6 | purified PI4K2A, ADP-Glo luminescence, 1 h; hits give low values; in the data active = activity change below about -50%; inconclusive = mostly about -30% to -49%;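 also: -100% = wells without enzyme as full effect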
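In this quantitative HTS, ADP production by PI4K2A was quantified luminescently after 1 h at ambient temperature; 100 microM adenosine served as plate-quality control.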
GLS inh: glutaminase GLS (human) inhibition; O94925; GLS enzymatic activity, qHTS titration; Potency, µM (titrated, usually from 45.5 µM), for inactives: at the top dose activity change, negative = inhibition, most hits filed as inhibitors; actives 0.21% (n = 410,000); AID 624170; also: potency is read from the fitted curve at half-maximal effect; % is scaled to controls: 0 for no effect and ±100 for the full control effect
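hKGA in 45 mM KH2PO4 pH 8.2, 0.02% Tween-20 with pin-transferred compounds; 1 mM L-glutamine (stock) plus glutamate oxidase/HRP/Amplex Red coupling added. Fluorescence read initially and after 30 min at RT.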
G9a inh: blocks human histone lysine methyltransferase G9a; Q96KQ7; G9a H3K9 monomethylation, AlphaScreen, 2 h; Potency, µM (titrated, usually from 102 µM), inactives show at the top dose activity, negative = inhibition, hits mostly inhibitors; actives 8.8% (n = 350,000); AID 504332; also: potency is read from the fitted curve at half-maximal effect; % is scaled to controls: 0 for no effect and ±100 for the full control effect; nearly all actives have a fitted effect of over 75% in size
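Compounds were preincubated with 20 nM G9a for 15 min, after which biotinylated H3K9 peptide (500 nM) and SAM (20 uM) started a 2 h room-temperature reaction. Monomethylated product was quantified by antibody-based AlphaScreen chemiluminescence.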
BAZ2B inh: BAZ2B (human) inhibition; Q9UIF8; AlphaScreen BAZ2B-H3K14Ac peptide displacement; Potency, µM (highest dose often 114 µM), for the others: top-dose activity change, negative = inhibition, actives largely listed as inhibitors; actives 4.4% (n = 360,000); also: potency is read from the fitted curve at half-maximal effect; % is scaled to controls: 0 for no effect and ±100 for the full control effect; nearly all actives have a fitted effect of over 60% in size
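Inhibition is scored as reduced AlphaScreen emission. The BAZ2B/b-H3(5-23)K14Ac complex (50 nM each) in PBS pH 7.4, 0.01% Tween-20 meets compound (up to 110 uM) for 30 min at RT before bead addition.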
* = called active by the depositor; ? = inconclusive; · = not tested or not shown; [ ] = remark or other dose. Unless noted, calls follow the shape of the dose curve; as a rule, active = well fitted curve in the direction sought with a large enough effect; inconclusive = small, poorly fitted or top-dose-only effect, or another doubt; inactive = no such curve, though single readings can be large; an effect the other way counts as inactive or inconclusive.

cpd	RGS4 inh	JMJD2A Tudor	ALOX12 inh	ERG Ets-DNA blk	HP1b chromo inh	PI4K2A inh	GLS inh	G9a inh	BAZ2B inh	compound
1	23%	-17%	10%[57.4 µM]	1%	13%	-1	-1%	14%[59 µM]	-5%	CCOc1ccc(-c2nnn(CC(=O)Nc3cc(OC)ccc3OC)n2)cc1OCC
2	-4%	?	?	6%	7%	7	-8%	14%[59 µM]	-12%	O=C(CNC(=O)c1cccs1)NC1=NCCS1
3	6%	2%	-10%	-1%	43%[activator]	-1	5%	27%[59 µM]	-2%	CCCCNC(=S)N(Cc1c(C)noc1C)c1ccccc1
4	-14%[56.9 µM]	-5%	-6%	-8%	39%[activator]	5	4%	-2%	2%	Cc1nn(C2CCS(=O)(=O)C2)c(Cl)c1/C=C/C(=O)OCC(N)=O (stereo unspecified)
5	18%	-13%	-15%	-7%	18%	1	5%	?	6%	CCc1[nH]c(=O)c(C#N)c2c1CSC(C)(C)C2
6	4%	-11%	0%	-1%	6%	2	5%	-30%	-5%	CC(=O)NC1=NN(C(C)=O)C(c2ccco2)S1 (stereo unspecified)
7	4%[56.9 µM]	-26%[57.1 µM]	0%	-1%	24%	2	24%	-23%[59 µM]	-6%	O=c1[nH]n(-c2cccc3cccnc23)c(=O)c2ccccc12
8	-2%	20µM*	?	5%	?	15	12%	8.9µM*	22µM*	COc1ccc(C)cc1NCc1ccc(OC)c(C)c1OC
9	10%	-4%	27%	-11%	12%	3	7%	19%	-16%	COc1ccc(S(=O)(=O)NCc2cccnc2)cc1C(=O)NC1CCCCC1
10	-1%	79µM*	0%	-3%	-3%	-22	3%	?	50µM*	O=C(OCc1ccco1)c1ccc(S(=O)(=O)N2CCCCC2)cc1
11	24%	-17%	?	9%	14%	6	8%	50µM*	3%	Cc1nc2c(C(=O)NCc3ccc(F)cc3)c[nH]n2c(=O)c1Cl
12	8%	-3%	-2%	1%	30%	-3	0%	7%[12.7 µM]	1%	Cc1ccc(S(=O)(=O)N2CCN(C(=O)COC(=O)c3ccc(Cl)nc3)CC2)c(C)c1
13	-16%	?	-1%	1%	-18%	-2	-2%	-35%[59 µM]	10%	COc1ccc(C2C(C(C)=O)=C(Nc3ccccc3)CC(C)(O)C2C(C)=O)cc1OC (stereo unspecified)
14	34%	?	-26%	-7%	-18%	0	6%	-37%[59 µM]	-24%	CCOC(=O)c1c(C)[nH]c(C)c1S(=O)(=O)N(C)CC(=O)N1CCN(c2cccc(Cl)c2)CC1
15	-13%	-16%	-19%	-12%	9%	0	-3%	?	-22%	Cc1cc(C(=O)N/N=C/c2sc(N3CCOCC3)nc2-c2ccccc2)c(C)o1
16	9%	-6%	?	16%	27%	2	7%	71µM*	-29%	CCC(=O)N(Cc1cc(=O)[nH]c2ccccc12)c1ccc(C)cc1C
17	-18%	16%	-8%	-2%	46%[activator]	-5	3%	50%[59 µM]	-13%	Cc1cc(C)nc(N(C#N)Cc2cccc3ccccc23)n1
18	-12%	2%	-8%	9%	50%[activator]	-1	1%	?	3%	COC(=O)[C@H]1C[C@@H]1[C@H](NS(=O)(=O)c1ccccc1)c1ccccc1
19	5%	-14%	2%	-2%	27%	-13	2%	?	7%	Cc1c(CCC(=O)NCC(=O)O)c(=O)oc2cc3occ(-c4ccccc4)c3cc12
20	24%	1%	393%[activator]	12%	41%[activator]	7	2%	20%[12.7 µM]	-1%	Cn1nc(N2CCN(S(=O)(=O)c3ccccc3)CC2)c(=O)n(C)c1=O
21	0%	3%	1%	9%	58%[activator]	2	15%	?	5%	CCC(C(=O)n1cccc1C#N)c1ccccc1C (stereo unspecified)
22	3%	-14%	11%	-4%	17%	3	-16%	-10%[12.7 µM]	7%	COC(=O)c1ccc(NC(=O)COc2ccc(S(=O)(=O)N3CCCCC3)cc2)cc1
23	?	-13%	?	2%	19%	7	0%	?	?	CCN1CCc2c(sc(NC(=O)c3ccc(S(=O)(=O)N4CCCCCC4)cc3)c2C(=O)NC)C1
24	17%	-8%	-7%	-3%	21%	-6	0%	21%	-5%	CC(=O)Nc1ccc(N/C(=N\S(=O)(=O)c2ccccc2)c2ccccc2)cc1
25	-23%	6%	1%	5%	26%	0	-8%	0%	4%	CCN(CC)S(=O)(=O)N1CCC(C(=O)NCc2ccco2)CC1

Ordered by heavy-atom count (rising): some entries from above
cpd	RGS4 inh	JMJD2A Tudor	ALOX12 inh	ERG Ets-DNA blk	HP1b chromo inh	PI4K2A inh	GLS inh	G9a inh	BAZ2B inh	compound
2	-4%	?	?	6%	7%	7	-8%	14%[59 µM]	-12%	O=C(CNC(=O)c1cccs1)NC1=NCCS1
3	6%	2%	-10%	-1%	43%[activator]	-1	5%	27%[59 µM]	-2%	CCCCNC(=S)N(Cc1c(C)noc1C)c1ccccc1
25	-23%	6%	1%	5%	26%	0	-8%	0%	4%	CCN(CC)S(=O)(=O)N1CCC(C(=O)NCc2ccco2)CC1
18	-12%	2%	-8%	9%	50%[activator]	-1	1%	?	3%	COC(=O)[C@H]1C[C@@H]1[C@H](NS(=O)(=O)c1ccccc1)c1ccccc1
15	-13%	-16%	-19%	-12%	9%	0	-3%	?	-22%	Cc1cc(C(=O)N/N=C/c2sc(N3CCOCC3)nc2-c2ccccc2)c(C)o1
12	8%	-3%	-2%	1%	30%	-3	0%	7%[12.7 µM]	1%	Cc1ccc(S(=O)(=O)N2CCN(C(=O)COC(=O)c3ccc(Cl)nc3)CC2)c(C)c1
13	-16%	?	-1%	1%	-18%	-2	-2%	-35%[59 µM]	10%	COc1ccc(C2C(C(C)=O)=C(Nc3ccccc3)CC(C)(O)C2C(C)=O)cc1OC (stereo unspecified)
23	?	-13%	?	2%	19%	7	0%	?	?	CCN1CCc2c(sc(NC(=O)c3ccc(S(=O)(=O)N4CCCCCC4)cc3)c2C(=O)NC)C1

(further entries)
cpd	RGS4 inh	JMJD2A Tudor	ALOX12 inh	ERG Ets-DNA blk	HP1b chromo inh	PI4K2A inh	GLS inh	G9a inh	BAZ2B inh	compound
26	-42%	45µM*	-1%	-22%	50µM*	6	0%	50µM*	35µM*	Cc1ccc(C)c(N2N=C(C(=O)Nc3ccccc3N3CCCC3)CCC2=O)c1
27	-6%	-17%	-29%	-4%	24%	0	6%	0%	6%	NS(=O)(=O)c1cccc(NC(=O)CSc2nc3ccc(Cl)cc3[nH]2)c1
28	-23%	?	9%	-3%	10%	-7	10%	10µM*	-5%	CCc1ccc2[nH]c(=O)c(CN(Cc3ccccc3)Cc3nnnn3Cc3ccco3)cc2c1
29	-36%	-17%	-18%	13%	21%	-4	-4%	-1%	-31%	Cc1cccc(-c2cccc(NC(=O)C3CCCN(C(=O)c4ocnc4C)C3)c2)c1 (stereo unspecified)
30	8%	-18%	-8%	-10%	-2%	-5	6%	-11%[59 µM]	-3%	CCOC(=O)c1c(C)[nH]c(C)c1C(=O)CN1C(=O)NC2(CCC(C)CC2)C1=O (stereo unspecified)
31	5%	-14%	-2%	-1%	38%	-4	-2%	-14%[59 µM]	-15%	CC(=O)c1ccc(-c2ccc([C@H]3[C@H]4C=CC[C@@H](C)[C@@H]4C(=O)N3Cc3ccccc3)c(F)c2)cc1
32	-4%	-10%	22%	0%	26%	5	2%	66%[activator]	0%	CCN(CC(=O)N1CCCCC1)S(=O)(=O)c1ccccc1
33	3%	-27%	1%	13%	-13%	-5	-19%	·	·	Cc1nc(NCc2ccco2)c2cn[nH]c2n1
34	?	-4%	-26%	14%	-3%[57 µM]	2	-29%	21%	1%	COc1ccc2cc(S(=O)(=O)N3CCCC(C)C3)ccc2c1 (stereo unspecified)
35	2%	10%	16%	6%	22%	-1	-2%	-9%[0.501 µM]	-2%	COc1ccc(OCC(O)CNS(=O)(=O)c2cccs2)cc1 (stereo unspecified)
36	-32%	-33%	81%[activator]	5%	5%	-9	-24%	80%[activator][2.33 µM]	?	COc1cc(OC)cc(C(=O)NC(=S)N(Cc2ccccc2)C(C)C)c1
37	-6%	-18%	29%	6%	50%[activator]	2	-4%	19%[59 µM]	2%	CC1CCCCN1c1nnc(NC(=O)c2cc(-c3ccc(Br)cc3)on2)s1 (stereo unspecified)
38	10%	18µM*	-22%	-2%	?	7	8%	·	·	O=C(CNCc1ccco1)Nc1cc(S(=O)(=O)N2CCOCC2)ccc1N1CCOCC1
39	-11%	-5%	3%	1%	20%	9	-2%	77%[activator][59 µM]	-29%	COc1ccc(S(=O)(=O)N(CC(=O)N2CCCC2)Cc2ccccc2)cc1

This is a subset; count on the stated rates, not on these rows.
